Screening data as filed in PubChem.
STK33 kinase inh – inhibitors of human STK33 kinase | Q9BYT3 | purified STK33, MBP phosphorylation, ADP-Glo luminescence | inhibition, % at 10 µM | 320,000 tested, 0.073% active;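 active means inhibition at or above 25%, using the most active replicate where run in duplicate; inactive means inhibition below 25%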
Target sequence (Q9BYT3 whole entry, looked up): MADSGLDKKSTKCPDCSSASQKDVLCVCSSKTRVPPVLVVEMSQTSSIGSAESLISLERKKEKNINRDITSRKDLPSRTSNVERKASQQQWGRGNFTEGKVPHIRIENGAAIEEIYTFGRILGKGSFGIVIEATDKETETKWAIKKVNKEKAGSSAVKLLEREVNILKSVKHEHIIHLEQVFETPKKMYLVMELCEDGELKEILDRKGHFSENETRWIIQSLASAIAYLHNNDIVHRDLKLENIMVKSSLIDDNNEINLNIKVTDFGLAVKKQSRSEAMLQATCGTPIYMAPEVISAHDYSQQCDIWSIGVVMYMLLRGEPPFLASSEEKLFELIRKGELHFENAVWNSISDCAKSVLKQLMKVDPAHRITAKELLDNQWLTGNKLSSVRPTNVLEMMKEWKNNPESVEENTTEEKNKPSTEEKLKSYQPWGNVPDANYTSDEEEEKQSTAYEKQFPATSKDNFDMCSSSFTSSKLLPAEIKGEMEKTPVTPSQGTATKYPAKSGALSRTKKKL
OX1R FRET antag – antagonists of human orexin 1 receptor (OX1R); O43613; OX1R-expressing cells, FRET antagonist read-out; inhibition, % at 6.6 µM; 330,000 tested, 1.8% active; in the data active means inhibition mostly above about 38%, no sharp cut-off; inactive means mostly below about 40%;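 further: 0% = agonist challenge alone and 100% = reference antagonist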
Target sequence (O43613 whole entry, looked up): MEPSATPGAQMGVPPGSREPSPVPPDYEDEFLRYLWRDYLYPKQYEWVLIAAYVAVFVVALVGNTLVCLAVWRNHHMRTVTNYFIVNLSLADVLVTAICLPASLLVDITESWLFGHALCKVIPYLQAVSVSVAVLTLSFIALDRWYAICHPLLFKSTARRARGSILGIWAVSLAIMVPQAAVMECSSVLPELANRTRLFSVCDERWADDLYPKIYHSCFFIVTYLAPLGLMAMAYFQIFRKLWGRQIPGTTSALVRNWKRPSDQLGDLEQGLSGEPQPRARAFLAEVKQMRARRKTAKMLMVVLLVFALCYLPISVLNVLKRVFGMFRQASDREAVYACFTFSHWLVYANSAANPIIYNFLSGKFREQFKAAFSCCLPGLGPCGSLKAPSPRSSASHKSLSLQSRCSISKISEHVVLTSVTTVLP
* hit, by the source's call; nt = not tested or not shown. No enrichment for hits; any-hit rate near 1.8%.

SMILES	STK33 kinase inh	OX1R FRET antag
Cc1ccc(C(C(=O)NC2CCCC2)N(Cc2ccc(F)cc2)C(=O)c2snc(C(N)=O)c2N)o1 (stereo unspecified)	-0.5	15
COc1ccccc1C(=O)NCC(=O)NCC1(N2CCCCC2)CCCCC1	-0.5	10
CC(=O)NC(CC(=O)N(Cc1ccccc1)c1cccc(C)c1)c1ccccc1 (stereo unspecified)	0.2	9
CCC(C)(c1ccc(C=O)s1)c1ccc(C=O)s1	0.7	8
COC(=O)CC1=C(C(=O)OC)C(c2cccc(OCC(N)=O)c2)C(C#N)=C(N)O1 (stereo unspecified)	-1.0	23
O=C(O)c1cc(O)c2c(c1)[C@@H]([C@H]1c3cc(C(=O)O)cc(O)c3C(=O)c3c(O[C@@H]4O[C@H](CO)[C@@H](O)[C@H](O)[C@H]4O)cccc31)c1cccc(OC3O[C@H](CO)[C@@H](O)[C@H](O)[C@H]3O)c1C2=O (stereo partly specified)	-2.2	36
COc1ccccc1C1CCN(c2ccc(CO)cc2[N+](=O)[O-])CC1	-4.5	7
OCC[C@H]1C[C@H](O)[C@@H](O)[C@]2(Cc3ccccc3CCO2)O1	0.3	17
Cc1noc(C)c1CSCC(=O)Nc1ccc(S(=O)(=O)C(F)F)cc1	-1.1	13
CCS(=O)(=O)c1c([N+](=O)[O-])ncn1C	-1.4	33
CNC(=O)/C(C#N)=C/c1c(N2CCN(c3cccc(Cl)c3)CC2)nc2c(C)cccn2c1=O	0.2	10
O=C(/C=C/c1ccccc1)NCC1(c2ccccc2)CCOCC1	-0.9	12
CN(c1ccccc1C(=O)Nc1ccc2c(c1)n(C)c(=O)n2C)S(C)(=O)=O	-2.5	1
O=C(/C=C/c1ccccc1)OCCCCN=C1NS(=O)(=O)c2ccccc21	1.0	18
COc1cccc(NC(=O)CN(C)CC(=O)c2c(C)[nH]c3ccccc23)c1	0.4	21
CCOC(=O)C1CCCN(C(=S)Nc2ccc(S(=O)(=O)N3CCOCC3)cc2)C1 (stereo unspecified)	0.5	3
CCn1cc(C(=O)N2CCc3ccccc32)c(=O)c2cc(S(=O)(=O)N3CCOCC3)ccc21	-0.2	9
Cc1onc(-c2c(Cl)cccc2Cl)c1C(O)c1ccc(F)cc1 (stereo unspecified)	-0.6	19
COc1ccc(N2CC(C(=O)Nc3nnc(SCC(=O)NC(C)(C)C)s3)CC2=O)cc1 (stereo unspecified)	-0.4	17
Cc1nnc(SC(C)C(=O)Nc2ccc(Cl)cn2)n1Cc1ccccc1 (stereo unspecified)	2.4	9
C=CCC1(O)C(=O)N2C(=C1C(=O)OCC)c1ccc3ccccc3c1CC2(C)C (stereo unspecified)	-5.7	9
Cc1cc(C)cc(N(CC(=O)NC2CCCC2)C(=O)C2(C)CC(=O)N=C3C=CC=CN32)c1 (stereo unspecified)	-0.7	13
CCOC(=O)C1CCCN(C(=O)c2ccc(C)cc2O)C1 (stereo unspecified)	0.6	-1
CC1CCCC(C)N1C(=O)COC(=O)C1CCN(S(=O)(=O)c2ccc3c(c2)OCCO3)CC1 (stereo unspecified)	nt	15
CC(Oc1ccc(F)cc1)c1ccnc2nc(/N=C/N(C)C)nn12 (stereo unspecified)	-2.3	15
CCN(C(=O)C1CCCN(c2nc(-c3ccc(OC)cc3)no2)C1)c1ccc(OC)cc1 (stereo unspecified)	-1.2	7
CCOC(=O)c1ccc[n+](CC(=O)c2ccc(OC)cc2)c1	-1.5	14
Nc1nc(Nc2ccccc2)nc2ccccc12	7.3	21
CC(=O)c1c(C)[nH]c(C(=O)Nc2cccc(S(=O)(=O)N(C)C)c2)c1C	-0.7	17
Cc1ccc(NC(=O)Nc2nc3ccccc3s2)cc1NC(=O)Nc1nc2ccccc2s1	0.2	-6
Cc1c(-c2ccc(Cl)cc2)oc(=O)c2c(N)n(-c3ccccc3)nc12	-1.7	3
COc1ccc(C(CNC(=O)Nc2cccc(C)c2)N2CCN(C)CC2)cc1 (stereo unspecified)	-1.7	11
O=C(CCn1c(=O)oc2ccccc21)N1CCc2ccccc21	0.1	10
COc1ccc(NC(=O)CSC2=C(C#N)C(c3ccco3)C(C(=O)Nc3nc4ccccc4s3)=C(C)N2)cc1 (stereo unspecified)	1.0	13
Nc1c(Cl)cc(Cl)cc1C(=O)OCC(=O)N1CCCC1	nt	16
O=C(NN=C1C2CC3CC(C2)CC1C3)c1ccncc1	-0.5	26
Cc1cccc(OCc2ccc(C(=O)Nc3ccc(F)cc3)cc2)c1	-0.3	13
COc1ccc([N+](=O)[O-])cc1/C=N/NC(=O)CNC(=O)C(c1ccccc1)c1ccccc1	-0.2	28
O=C(O)CC1(CC(=O)Nc2ccc3ccccc3n2)CCCCC1	-2.5	15
CCCOc1ccc(C(=O)N/N=C/c2c[nH]c3ccc(Br)cc23)cc1	-1.4	12
CCC(NC(=O)CCl)c1ccc(C)cc1 (stereo unspecified)	0.3	10
O=C(c1cc2c(s1)CCCC2)N1CCN(S(=O)(=O)c2ccccc2C(F)(F)F)CC1	0.5	3
COc1ccc(CC(=O)NNC(=S)Nc2ccccc2)cc1Cl	-1.6	26
C=C(C)CN(CC)C(=O)CSc1nc2ncc(Cl)cc2[nH]1	-0.5	30
COc1ccc(OCC(=O)Nc2cc(NC(=O)c3ccco3)ccc2OC)cc1	-1.9	16
Cc1nnc(NCCN2CCOCC2)[nH]c1=O	-2.0	-3
Cc1noc(C)c1S(=O)(=O)N(C)C[C@H]1Oc2c(NS(=O)(=O)c3cn(C)cn3)cccc2C(=O)N([C@H](C)CO)C[C@@H]1C	nt	6
CC(C)(C)NC(=O)c1oc2ccccc2c1COc1ccccc1	-0.2	31
Nc1c(-c2ccc(Cl)cc2)cnc2c(-c3ccccc3)cnn12	-0.3	2
Nc1cc(=O)[nH]c(SCCSc2ccccc2)n1	-2.9	2
CCCCn1c(N)c(N(CCC(C)C)C(=O)COC(=O)c2ccc([N+](=O)[O-])s2)c(=O)[nH]c1=O	9.4	35*
Cc1cccc(N(CC(=O)O)CC(=O)O)c1	0.5	11
Cc1cccc(OCC(=O)Nc2c3c(nn2C(C)(C)C)CS(=O)(=O)C3)c1	-0.1	3
COc1ccccc1OCC(=O)NC1CCCCCC1	-0.1	6
COc1ccc(CNC(=O)c2noc3c2CCCC3)cc1	-1.6	11
O=C(N/N=C/c1ccc(Cl)c([N+](=O)[O-])c1)c1cc(-c2ccc3c4c(cccc24)CC3)n[nH]1	-0.7	20
Cc1cc(NC(=O)CSc2nc3ccccc3c(=O)n2C2CCCC2)no1	-0.5	13
CCOc1ccc(OCc2cccc(C(=O)N/N=C/c3cccnc3)c2)cc1	-0.1	10
Nc1nn(-c2ccccc2)c(N)c1N=Nc1cccc(F)c1	-1.6	24
CC(C)CCNC(=O)c1c(CSc2ccccc2)noc1C(=O)NCc1ccccc1	-0.3	12
Following part.
SMILES	STK33 kinase inh	OX1R FRET antag
O=c1cc(CO)oc(C(Nc2ccccn2)c2ccsc2)c1O (stereo unspecified)	-0.2	15
Cc1ccc(S(=O)(=O)CC(=O)Nc2nc3ccccc3s2)cc1	0.2	18
NNC(=O)CSc1nc(-c2ccccc2)nc2c1CCCC2	-0.1	63
CC1=C(C#N)CCC(=O)N1Cc1ccc(C)cc1	0.5	0
CCOC(=O)c1cnc2c(OC)cccc2c1Nc1ccc2c(c1)OCCO2	0.4	44
O=C(CCCOc1ccccc1)Nc1ccc(S(=O)(=O)Nc2ccccn2)cc1	0.6	9
CC1=CC(c2ccccc2)n2nc(N3C(=O)C4CC=CCC4C3=O)nc2N1 (stereo unspecified)	-2.1	27
COc1ccccc1N1CCN(/N=C\c2ccccc2)CC1	1.3	18
Cc1cc(NC(=O)CSc2nnc3ccc(-c4ccc(F)cc4)nn23)no1	-0.4	14
COc1ccc2[nH]c3c(c2c1)CCN1C(=O)N([C@@H](C)C(=O)NCC2CCCO2)C(=O)[C@]31C (stereo partly specified)	-1.3	18
O=C(CSCc1cnn(-c2ccccc2)c1-n1cccc1)NCc1cccs1	-0.4	28
CC(OC(=O)/C(C#N)=C/c1ccc(N(C)C)cc1)C(=O)NCc1ccco1 (stereo unspecified)	-0.7	15
Cc1ccc[n+](C(C)C(=O)c2ccc(-c3ccccc3)cc2)c1 (stereo unspecified)	1.1	13
COc1ccc(C(C)C)cc1S(=O)(=O)NC1CCCC1	-1.0	25
CCN(CCn1cccn1)C(=O)c1ccc(OC2CCN(C(=O)COC)CC2)cc1	-2.1	9
CC1(OC(=O)C2CCCC2)C(=O)C=C2C=C(c3ccsc3)N(C3CCCCC3)C=C2C1=O (stereo unspecified)	0.2	28
CC(C)Oc1ccc(Oc2ccc(C(F)(F)F)cn2)cc1	0.1	11
C/C=C(/C(=C/C)c1ccc(O)cc1)c1ccc(O)cc1	0.6	26
CCOc1ccc(NC(=O)Nc2cccs2)cc1	-0.3	37
Cc1ccc(OCc2nnc(NC(=O)c3ccco3)s2)c(C)c1	0.1	10
Cc1ccc(N(CC(O)CN2CCOCC2)S(=O)(=O)c2ccc3ccccc3c2)cc1 (stereo unspecified)	-1.5	3
CCOc1ccccc1NC(=O)CSc1nnnn1-c1ccccc1	-0.9	38
CC(C)NC(NC(=O)/C=C/c1ccccc1)C(Cl)(Cl)Cl (stereo unspecified)	-0.4	18
O=C(NCCCNC(=O)c1ccccn1)c1ccccn1	-1.4	7
COc1ccc(OC)c(NC(=O)C2CCCNC2=O)c1 (stereo unspecified)	1.9	6
O=C(CCC(=O)c1cccs1)Nc1ccccc1F	-1.4	31
COc1ccc(NCC(=O)N/N=C2\CCc3ccccc32)cc1	-0.6	14
Cn1ccnc1SCC(=O)Nc1ccc2c(c1)OC(F)(F)O2	-0.3	16
Fc1ccccc1N1CC(c2ccccc2)C(c2cccs2)=N1 (stereo unspecified)	-1.9	2
CC(=O)OCC[C@H](NS(=O)(=O)OCC(Cl)(Cl)Cl)c1ccccc1	-2.7	18
COc1ccc(OCC(O)CNC(=O)c2ccc(Br)cc2)cc1 (stereo unspecified)	-0.3	5
O=C(NC(CCl)c1ccccc1)c1ccc(Cl)cc1 (stereo unspecified)	-1.7	6
CCN1C(=O)[C@H]2[C@@H](c3ccc(-c4ccc(OC)cc4)c(OC)c3)N[C@@](Cc3ccccc3)(C(=O)OC)[C@H]2C1=O	0.0	7
Cc1ccsc1/C=N/Nc1cccc(C(=O)O)c1	-1.9	16
CCOc1ccc(C(=O)NC(Cc2ccccc2)C(=O)OC)cc1 (stereo unspecified)	-1.0	31
Cc1ccc(NC(=O)Cn2cc(C=O)c3ccccc32)cc1	-0.6	4
Cc1c(C(=O)Nc2ccccc2-c2ccccc2)cccc1[N+](=O)[O-]	-0.4	24
CC(C)COc1nc2ccccc2c(=O)n1OCC(=O)O	-0.2	-5
Nc1nc(N)c2sc3nc4c(cc3c2n1)CCC4	5.1	9
CC(C)=CCC/C(C)=C/CNC(=O)C[C@H]1C[C@H](C(=O)N(C(C)C)C(C)C)[C@@]2(C)c3[nH]c4ccc(Cl)cc4c3CCN2C1=O	nt	0
Cc1ccc(C)c(OCc2cc(C(=O)N3CC[C@H](O)C3)no2)c1	-1.2	-2
Cc1ccc2c(c1)c(Sc1ccccc1)c(CC(=O)O)n2C	-2.3	16
Cc1cccc(CN2C3=NCCCN3c3ccccc32)c1	0.9	4
CO/N=C/C(C#N)c1ncc(C(F)(F)F)cc1Cl (stereo unspecified)	1.5	-1
CCOc1ccc(NC(=S)N(CCc2ccncc2)C(C)C)cc1	-5.1	10
O=[N+]([O-])c1ccc(-n2nnnc2-c2ccccc2)cc1	-0.3	54*
CCOC(=O)C1CCCn2c1nc1sc3c(c1c2=O)CCCC3 (stereo unspecified)	0.2	10
NC(=O)C1CCN(C(=S)c2cccs2)CC1	-1.3	1
O=c1c(F)cn(C2CCCO2)c(=O)n1Cc1ccccc1F (stereo unspecified)	0.1	14

Gathered by group, the compounds so far with an aryl methoxy group (21)
SMILES	STK33 kinase inh	OX1R FRET antag
COc1ccccc1C(=O)NCC(=O)NCC1(N2CCCCC2)CCCCC1	-0.5	10
COc1ccccc1C1CCN(c2ccc(CO)cc2[N+](=O)[O-])CC1	-4.5	7
COc1cccc(NC(=O)CN(C)CC(=O)c2c(C)[nH]c3ccccc23)c1	0.4	21
COc1ccc(N2CC(C(=O)Nc3nnc(SCC(=O)NC(C)(C)C)s3)CC2=O)cc1 (stereo unspecified)	-0.4	17
CCN(C(=O)C1CCCN(c2nc(-c3ccc(OC)cc3)no2)C1)c1ccc(OC)cc1 (stereo unspecified)	-1.2	7
CCOC(=O)c1ccc[n+](CC(=O)c2ccc(OC)cc2)c1	-1.5	14
COc1ccc(C(CNC(=O)Nc2cccc(C)c2)N2CCN(C)CC2)cc1 (stereo unspecified)	-1.7	11
COc1ccc(NC(=O)CSC2=C(C#N)C(c3ccco3)C(C(=O)Nc3nc4ccccc4s3)=C(C)N2)cc1 (stereo unspecified)	1.0	13
COc1ccc([N+](=O)[O-])cc1/C=N/NC(=O)CNC(=O)C(c1ccccc1)c1ccccc1	-0.2	28
COc1ccc(CC(=O)NNC(=S)Nc2ccccc2)cc1Cl	-1.6	26
COc1ccc(OCC(=O)Nc2cc(NC(=O)c3ccco3)ccc2OC)cc1	-1.9	16
COc1ccccc1OCC(=O)NC1CCCCCC1	-0.1	6
COc1ccc(CNC(=O)c2noc3c2CCCC3)cc1	-1.6	11
CCOC(=O)c1cnc2c(OC)cccc2c1Nc1ccc2c(c1)OCCO2	0.4	44
COc1ccccc1N1CCN(/N=C\c2ccccc2)CC1	1.3	18
COc1ccc2[nH]c3c(c2c1)CCN1C(=O)N([C@@H](C)C(=O)NCC2CCCO2)C(=O)[C@]31C (stereo partly specified)	-1.3	18
COc1ccc(C(C)C)cc1S(=O)(=O)NC1CCCC1	-1.0	25
COc1ccc(OC)c(NC(=O)C2CCCNC2=O)c1 (stereo unspecified)	1.9	6
COc1ccc(NCC(=O)N/N=C2\CCc3ccccc32)cc1	-0.6	14
COc1ccc(OCC(O)CNC(=O)c2ccc(Br)cc2)cc1 (stereo unspecified)	-0.3	5
CCN1C(=O)[C@H]2[C@@H](c3ccc(-c4ccc(OC)cc4)c(OC)c3)N[C@@](Cc3ccccc3)(C(=O)OC)[C@H]2C1=O	0.0	7
